RTF Ca sens inh = cardiac RTF calcium desensitization | inhibition, % at 7.15 µM | hit rate 0.12% among 340,000 | IANBD-labeled cardiac RTF, Ca2+ fluorescence | AID 493244 | P19429+P45379;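 active = inhibition above the mean inhibition of all tested compounds plus 3 SD, cut at about 17% in these data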;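 note: assay run at fixed EC70 calcium of 1.6 mM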
Keap1 Nrf2 FP = Keap1-Nrf2 (human) interaction inhibition; Keap1 Kelch-Nrf2 peptide fluorescence polarization, 1536-well; inhibition, % at 9.4 µM; hit rate 0.15% among 340,000; Q14145; in the data active = inhibition above about 12%;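 note: human Keap1 Kelch domain with fluorescein labeled Nrf2 9mer peptide probe; 0% = neutral control wells and 100% = peptide positive control; higher means more block of Keap1 binding to Nrf2 peptide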
DAGLB inhibitor = diacylglycerol lipase beta (human) inhibition. Q8NCG7. HEK293T DAGLB membrane lysate, EnzChek fluorogenic substrate. inhibition, % at 5.17 µM. hit rate 0.059% among 340,000. AID 504411; in the data active = inhibition above about 34%;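 note: 0% = enzyme with vehicle and 100% = wells lacking enzyme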
Target sequence (Q8NCG7 whole entry, looked up): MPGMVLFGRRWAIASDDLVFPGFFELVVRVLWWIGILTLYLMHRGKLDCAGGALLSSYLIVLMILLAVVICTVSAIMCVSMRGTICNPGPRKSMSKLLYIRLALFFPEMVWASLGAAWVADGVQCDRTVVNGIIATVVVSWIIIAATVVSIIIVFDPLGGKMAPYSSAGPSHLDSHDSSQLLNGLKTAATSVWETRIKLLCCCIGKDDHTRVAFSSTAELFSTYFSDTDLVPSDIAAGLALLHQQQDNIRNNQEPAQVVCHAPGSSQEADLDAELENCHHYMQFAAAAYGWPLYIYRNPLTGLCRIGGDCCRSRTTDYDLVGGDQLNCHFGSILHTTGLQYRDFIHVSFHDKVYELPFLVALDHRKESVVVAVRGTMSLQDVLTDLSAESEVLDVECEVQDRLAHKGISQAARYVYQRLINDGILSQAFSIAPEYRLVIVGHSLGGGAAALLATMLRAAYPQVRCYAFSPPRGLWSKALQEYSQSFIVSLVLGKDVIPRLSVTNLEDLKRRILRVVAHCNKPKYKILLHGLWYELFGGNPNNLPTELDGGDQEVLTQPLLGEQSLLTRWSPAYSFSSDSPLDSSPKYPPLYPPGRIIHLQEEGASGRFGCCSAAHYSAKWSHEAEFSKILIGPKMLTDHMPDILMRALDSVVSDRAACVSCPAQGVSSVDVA
PKA-R2B act = PKA-R2B complex activation. PKA-R2B holoenzyme dissociation, Cy5-IP20 fluorescence polarization; R2B truncated from residue 108, S112A mutant; 0% DMSO only, 100% 113 µM cGMP. hit rate 0.079% among 340,000. activation, % at 11.4 µM. P22694+P31323;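 active = activation above a cutoff set at the mean over all compounds plus 3 SD, cut at about 18% in these data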;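 note: higher means more holoenzyme dissociation and a rise in polarization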
LANA DNA inh = KSHV C-LANA DNA binding inhibition | MBP-C-LANA/FAM-LBS DNA binding, fluorescence polarization | hit rate 0.078% among 340,000 | inhibition, % at 9 µM;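 active = highest replicate inhibition at or above 60% at 9 µM, even if other replicates fall short; inactive = all replicates below 60% inhibition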;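 note: 0% = neutral control wells and 100% = 4 µM acridine orange control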
Rtt109 HAT inh = blocks Candida albicans Rtt109/Vps75 acetyltransferase activity; Q5AAJ8; inhibition, % at 34.9 µM; purified Rtt109/Vps75, ThioGlo CoA-SH fluorescence, 4 h; hit rate 0.16% among 330,000;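 active = inhibition of at least 50% in every replicate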
Target sequence (Q5AAJ8 whole entry, looked up): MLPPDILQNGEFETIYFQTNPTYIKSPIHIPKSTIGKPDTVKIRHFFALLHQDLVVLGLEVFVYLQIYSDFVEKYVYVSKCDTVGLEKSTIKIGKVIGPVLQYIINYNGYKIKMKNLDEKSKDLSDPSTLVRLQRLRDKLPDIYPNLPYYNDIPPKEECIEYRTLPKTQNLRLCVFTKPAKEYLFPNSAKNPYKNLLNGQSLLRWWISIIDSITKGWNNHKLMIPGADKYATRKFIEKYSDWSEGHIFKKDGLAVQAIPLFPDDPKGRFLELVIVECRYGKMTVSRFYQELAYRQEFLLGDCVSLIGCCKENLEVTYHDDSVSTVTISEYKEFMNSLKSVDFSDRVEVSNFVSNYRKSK
CAL PDZ FP-1 = blocks peptide binding to the human CAL PDZ domain; AID 602252; inhibition, % at 24.9 µM; purified CAL PDZ, TMR-peptide fluorescence polarization, 1 h; hit rate 0.92% among 300,000;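 active = mean inhibition of at least 30% with at least half of replicates also reaching 30%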;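 note: 0% = DMSO neutral control and 100% = excess unlabeled competitor peptide PRC23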
cardiac RTF act = increases calcium sensitivity of human cardiac regulated thin filaments | P19429+P45379 | IANBD-labeled TnC RTF fluorescence at EC20 calcium; 0% EC20 calcium, 100% full calcium | activation, % at 7.2 µM | hit rate 0.24% among 340,000;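 active = activation above the mean over all tested compounds plus 3 SD, cut at about 30% in these data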;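 note: rise in fluorescence read as greater calcium sensitivity of cardiac thin filaments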
CAL PDZ FP-2 = blocks peptide binding to human CAL PDZ domain; purified CAL PDZ, TMR-peptide fluorescence polarization, 1 h; AID 504414; Q9HD26; hit rate 0.02% among 330,000; inhibition, % at 20 µM;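 active = highest replicate inhibition of at least 40%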;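 note: plate controls were DMSO neutral control wells for no effect and unlabeled competitor peptide control wells for full effect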
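System: purified tagged CAL PDZ domain construct (CerCALP). Schedule: 1 h incubation at room temperature before polarization reading. Medium: 25 mM sodium phosphate pH 7.4, 150 mM NaCl, TCEP, IgG, Thesit. Read-out: percent inhibition from loss of millipolarization. Measured by: FP readout, S and P plane fluorescence. Probe or stimulus: fluorescent TMR peptide probe.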
SR-BI uptake up = enhances SR-BI lipid uptake from DiI-HDL. activation, % at 12.5 µM. CHO ldlA[mSR-BI] cells, DiI-HDL uptake fluorescence, 3 h; 100 = double the neutral-control signal. hit rate 0.096% among 320,000. AID 504775;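 active = mean replicate activation of at least 60% and every replicate at or above 60%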;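 note: 0% = median plate neutral-control signal and 100% = twice that signal; values of inactives mirror those of a sister screen read the other way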
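Material – SR-BI-overexpressing, LDLR-lacking CHO cells · Medium – BSA-supplemented, HEPES-buffered Ham's F12, pH 7.4 · Doses – single concentration · Times – compound with DiI-HDL co-incubation, 3 h at 37 °C · Measured by – bottom-read fluorescence, 550/595 nm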
Starred values were filed as active, the others as inactive; . = not tested or not shown.

SMILES	RTF Ca sens inh	Keap1 Nrf2 FP	DAGLB inhibitor	PKA-R2B act	LANA DNA inh	Rtt109 HAT inh	CAL PDZ FP-1	cardiac RTF act	CAL PDZ FP-2	SR-BI uptake up
Cc1ccc(C(=O)CCNc2ccc(Br)cc2)o1	2	-3	-3	-1	1.4	-7	0	-3	0.9	-9
O=C(COC(=O)CCSc1ccccc1)NCc1ccccc1Cl	5	0	-2	-3	-0.1	-2	-7	3	-1.3	-3
COc1ccc(CCNCC(=O)Nc2ccc(C)c(S(=O)(=O)N(C)C)c2)cc1OC	-6	-2	-4	0	0.2	-2	1	0	-2.5	.
O=C(CN1CCOCC1)NCCC12CC3CC(CC(C3)C1)C2	-3	-7	1	10	1.0	-13	-3	0	0.4	4
COc1ccc(/C=C/CN2CCN(Cc3ccc(C)cc3)C(CCO)C2)cc1 (stereo unspecified)	4	0	-3	-2	-1.4	-2	-1	-1	-2.2	.
CN(C)CCn1c(NC(=O)c2ccc(Cl)cc2)nc2ccccc21	-8	-5	0	0	-0.5	.	-2	4	-2.8	-9
Cc1cc(C)nc(SCCC(=O)N(C)C)n1	-10	1	-1	-11	1.1	-3	5	-1	-1.2	6
CSc1nnc([C@H](Cc2c[nH]c3ccccc23)NC(=O)OC(C)(C)C)o1	-1	-4	0	-2	-1.7	1	-2	3	-0.1	5
CC1=Nc2ccccc2/C1=C/c1c(C)[nH]c2ccccc12	-2	0	11	5	0.4	7	8	1	-0.2	-28
CCc1noc(C)c1C(=O)OCC(=O)NC(C)c1ccccc1 (stereo unspecified)	-5	2	-3	0	-1.8	0	2	1	0.0	-4
Nc1cc(N)nc(SCCc2ccccc2)n1	2	-1	1	-2	-1.0	-9	-4	-4	.	10
COc1ccc(S(=O)(=O)N2CCCCC2)cc1NC(=O)C1CC1	-5	-2	-2	4	-0.3	4	32*	2	-1.4	23
CC(C)CC(COCc1cccc(Cl)c1)N1CCN(C(=O)c2ccc(C(F)(F)F)cc2)CCC1=O (stereo unspecified)	10	1	-5	-11	-2.5	10	-1	-1	-0.8	-11
N=C(N)Cc1ccccc1Sc1ccccc1	-4	-2	-1	-12	-1.0	9	-2	-2	0.4	19
COc1ccccc1C(=O)NC(C)C(c1cccs1)N1CCOCC1 (stereo unspecified)	1	1	-4	-11	1.3	9	0	2	-0.5	-5
O=C(NC1CCN(Cc2ccccc2)CC1)c1ccccc1Cl	4	-8	0	-13	-0.8	-3	0	2	0.2	-8
CC(C)SCc1cc(N2CCCC2)nc(-c2ccccc2)n1	-13	0	-5	-8	-0.6	.	0	-7	-3.6	-12
O=C(NCc1ccco1)c1ccc(NC(=O)C2COc3ccccc3O2)cc1 (stereo unspecified)	-6	0	-2	2	-1.3	-2	3	1	-2.7	.
COC(=O)C(Cc1ccc(O)cc1)NC(=O)Cn1cc(C)c(=O)[nH]c1=O (stereo unspecified)	-8	-6	0	6	-0.6	8	-1	-9	-0.3	7
CCn1c(C)csc1=NC(=O)c1ccccc1	1	-7	2	-11	-1.4	-5	-6	0	-1.1	-20
Cc1ccc(-n2c(SCC(=O)NCc3ccco3)nc3nc4c(cc3c2=O)COC(C)(C)C4)cc1	-1	-8	2	-12	-1.3	-3	-6	1	-0.6	8
Cc1cc2c(cc1S(=O)(=O)Nc1cccc(F)c1)n(C)c(=O)c(=O)n2C	-6	0	0	2	-1.2	-13	-1	4	-0.2	13
Cc1cccc(C(=O)NC2=NCCS2)c1	-7	-5	2	-1	0.2	1	-2	11	-0.2	15
Cc1ccc(CN2CCS(=O)(=O)CC2)o1	-11	-8	-1	4	0.0	3	.	11	-0.8	14
CCCN1C2CCCC1CC(NC(=O)c1ccccc1Br)C2 (stereo unspecified)	-7	0	-2	3	-0.4	-4	-5	0	.	18
COc1cc(C(=O)Nc2cccc(-c3nncn3C)c2)cc(OC)c1OC	3	-2	0	-3	0.3	-3	0	-4	0.3	-32
COCCCn1c2nc3ccccc3nc2c2c(=O)n(-c3ccccc3OC)cnc21	-5	-4	-3	0	-1.1	-17	-5	0	-0.8	-9
CC1CCCCC1NC(=O)c1ccc(S(=O)(=O)NNC(=O)c2ccncc2)cc1 (stereo unspecified)	-13	3	1	-11	-2.1	3	9	-1	0.6	9
c1ccc(-c2noc(-c3ccc4c(c3)OCO4)n2)nc1	-5	-6	-4	-14	1.8	-3	-6	-6	-2.5	11
COc1ccc(CCNC(=O)CSc2nnnn2-c2ccccc2)cc1	-1	-1	4	-1	1.5	-9	-1	7	-3.7	0
COc1ccc(NS(=O)(=O)N2CCOCC2)cc1	-5	-4	1	2	0.9	-2	19	-3	-2.1	11
CCCCCCN(C(=O)CCl)c1ccccc1	-6	3	5	7	-0.1	-3	-2	0	-0.9	6
O=C(CSc1nnc(Nc2ccccc2F)s1)c1cc2ccccc2o1	-16	2	0	3	-0.1	-4	-13	0	-2.5	10
CC(C)CC(=O)Nc1nnc(SCC(=O)NCC2CCCO2)s1 (stereo unspecified)	-3	-5	2	-9	0.2	1	.	2	-1.1	28
COc1ccc(N(CC(=O)Nc2cc(C)on2)S(=O)(=O)c2cc(C)ccc2C)cc1	-10	-2	-3	-2	-2.4	.	2	3	-2.8	-3
CC(=O)c1ccc2c3c(cccc13)C(=O)N(CCc1ccccc1)C2=O	-9	1	-7	8	1.7	11	0	2	-1.3	-33

Entries of single compounds, looked up by structure. Screens in order: RTF Ca sens inh | Keap1 Nrf2 FP | DAGLB inhibitor | PKA-R2B act | LANA DNA inh | Rtt109 HAT inh | CAL PDZ FP-1 | cardiac RTF act | CAL PDZ FP-2 | SR-BI uptake up
N=C(N)Cc1ccccc1Sc1ccccc1 is listed with -4 | -2 | -1 | -12 | -1.0 | 9 | -2 | -2 | 0.4 | 19
O=C(CN1CCOCC1)NCCC12CC3CC(CC(C3)C1)C2 is listed with -3 | -7 | 1 | 10 | 1.0 | -13 | -3 | 0 | 0.4 | 4
CC(=O)c1ccc2c3c(cccc13)C(=O)N(CCc1ccccc1)C2=O is listed with -9 | 1 | -7 | 8 | 1.7 | 11 | 0 | 2 | -1.3 | -33
Nc1cc(N)nc(SCCc2ccccc2)n1 is listed with 2 | -1 | 1 | -2 | -1.0 | -9 | -4 | -4 | . | 10

Additional compounds follow:
SMILES	RTF Ca sens inh	Keap1 Nrf2 FP	DAGLB inhibitor	PKA-R2B act	LANA DNA inh	Rtt109 HAT inh	CAL PDZ FP-1	cardiac RTF act	CAL PDZ FP-2	SR-BI uptake up
O=C1CC(c2ccccc2)NC(=O)N1 (stereo unspecified)	0	0	-2	-3	0.6	-17	-4	-5	.	8
Cc1cnc(CNC(=O)C2CCC(=O)N(CCc3cccc(F)c3)C2)[nH]1 (stereo unspecified)	-7	-1	-1	-4	-1.4	-3	.	-1	-1.1	12
Cc1c(-c2ccccc2)n[nH]c1C(=O)NN	2	-3	1	-10	-0.3	3	-3	-1	-1.7	12
N#Cc1nc(-c2ccc(F)cc2)oc1N1CCCCC1	-2	-3	-6	6	1.0	2	-4	4	.	-17
Cc1ccc(C)c(S(=O)(=O)N2CCCN(C)CC2)c1	-6	-1	0	3	0.3	-2	0	7	-1.0	12
CC(=O)Nc1ccc(-c2csc(Nc3ccc(Cl)cn3)n2)cc1	-7	-4	1	0	1.0	7	2	-2	0.5	-63
COc1ccccc1C(=O)NCC(=O)OCc1csc(-c2ccccc2)n1	11	1	-1	-6	-0.7	-2	0	-5	-1.5	8
CC(NCC(O)COC1CCC(C(C)(C)C)CC1)c1ccccc1 (stereo unspecified)	3	-2	0	-8	1.1	60*	-4	2	-2.3	-17
COc1ccc(NC(=O)CN(C)S(=O)(=O)c2ccc3c(c2)NC(=O)CS3)cc1	0	-3	1	-14	0.2	.	-1	-2	-1.9	23
Cc1cc(C(=O)C(=O)N(C)C)c(C)n1-c1ccc(Cl)c(Cl)c1	7	0	0	3	0.1	-3	-3	8	-3.0	-11
O=S(=O)(c1ccc2nnn(O)c2c1)N1CCOCC1	1	-6	-4	17	0.9	1	3	2	0.9	21
CCCCOc1ccc2ccccc2c1C=O	-13	-1	-20	-1	0.2	1	4	-2	-1.3	14
Cc1ccc(CCNC(=O)CN(c2ccc(C)cc2)S(=O)(=O)c2c(C)noc2C)cc1	-9	0	-9	1	-0.6	-11	-4	1	-3.7	2
CCOc1ccc(OCC(=O)OCC(=O)N(CC(C)C)c2c(N)n(Cc3ccccc3)c(=O)[nH]c2=O)cc1	5	0	3	-9	-1.9	-3	-1	-13	-2.6	-14
CCN1C(=O)N/C(=C/c2ccc(C)o2)C1=O	2	-4	-2	-7	2.1	4	4	-3	-0.5	6
CSCc1cc(N(C)C)nc(SCc2ccc(Cl)cc2Cl)n1	3	-2	-12	-12	-1.2	4	0	-1	-1.7	-27
Clc1ccc(Sc2cnc3ccccc3n2)cc1	7	-1	-6	4	-1.5	1	-4	6	.	3
CC(=O)c1c(C)[nH]c(C(=O)N2CCN(C(=O)c3ccco3)CC2)c1C	9	-2	-1	-5	0.2	0	2	1	2.0	10
COC(=O)c1ccccc1NC(=O)c1cccc(NC(=O)CSCc2ccccc2)c1C	-1	-2	-7	-12	0.0	11	-1	0	0.6	-46
CCOc1cc(NC(=S)NCCOC)c(OCC)cc1NC(=O)c1ccco1	-19	-2	0	-17	0.4	-4	-6	-2	-0.4	-31
O=C(COc1ccc(/C=N/NC(=O)CSCc2ccc([N+](=O)[O-])cc2)cc1)NCc1ccco1	5	3	0	6	2.4	-5	-1	0	-3.2	-14
NC(=O)C1CCN(Cc2nc(-c3ccccc3)no2)CC1	-3	1	0	17	1.4	-2	1	-1	0.7	-2
COc1sc(SC)cc1/C=N/NC(=O)c1ccncc1	5	-9	1	0	0.9	-21	-2	-5	-0.7	.
O=C(O)c1ccccc1CSc1ccccn1	-6	-5	-1	-3	0.5	-4	-1	-2	0.5	27
O=[N+]([O-])c1ccc(-c2csc(N3CCCCCC3)n2)cc1	-4	1	-13	-1	1.9	4	-2	1	.	-10
C=CCn1c(SCC(=O)Nc2ccc(Br)cc2)nc(O)c(CC)c1=O	0	-1	1	-7	1.6	2	-3	-4	-3.0	14
COc1ccc(CCNc2c([N+](=O)[O-])ncn2C)cc1OC	-7	-8	-4	-1	18	6	.	8	-0.5	40
CCOC(=O)c1ccccc1NC(=O)COC	-4	1	2	-8	-2.7	-3	-2	-4	-3.3	7
CCOC(=O)NN1C(=O)c2ccccc2NC1c1cccc(O)c1 (stereo unspecified)	-8	-2	0	5	0.0	-17	-3	9	-0.7	-13
O=C(CN1C(=O)NC(Cc2ccccc2)(Cc2ccccc2)C1=O)NCC1CCCCC1	-1	-3	-2	6	0.0	-4	-3	-2	-0.1	10
Cc1cccc(NC(=O)c2c(C)nn(-c3ccccc3)c2Cl)c1	10	-3	-12	-11	0.1	-3	-2	2	-2.8	-49
